Assay outcomes from PubChem.
Akt phos inh: blocks phosphorylation of Akt; 0.32% of 360,000 active; Neuro2A IGF-stimulated pAkt S473 HTRF, 20 min; active compounds read low; activity change, % for hits at 50 µM; AID 651550; in the data active = activity change below about -80%; inconclusive = mostly about -51% to -80%; note: % is set by controls: 0 for no effect and ±100 for the full control effect
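Single-point screen (50 µM final compound) in Neuro2A cells stimulated 20 min with 6 nM IGF at 37 deg C. After lysis, Ser473-phosphorylated Akt read by HTRF (ex 330 nm, em 615/665 nm) as the 665/615 ratio.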
D3 antag: antagonists of human D3 dopamine receptor; AID 652054; D3R cells, DiscoveRx beta-arrestin luminescence, antagonist mode; active compounds read low; 2.5% of 360,000 active; P35462; max response, negative = inhibition, %; in the data active = max response below about -50%; inconclusive = no clear call, values can overlap the other calls; note: % is set by controls: 0 for no effect and ±100 for the full control effect; mostly tested at two doses, the higher about 12 µM
Target sequence (P35462 whole entry, looked up): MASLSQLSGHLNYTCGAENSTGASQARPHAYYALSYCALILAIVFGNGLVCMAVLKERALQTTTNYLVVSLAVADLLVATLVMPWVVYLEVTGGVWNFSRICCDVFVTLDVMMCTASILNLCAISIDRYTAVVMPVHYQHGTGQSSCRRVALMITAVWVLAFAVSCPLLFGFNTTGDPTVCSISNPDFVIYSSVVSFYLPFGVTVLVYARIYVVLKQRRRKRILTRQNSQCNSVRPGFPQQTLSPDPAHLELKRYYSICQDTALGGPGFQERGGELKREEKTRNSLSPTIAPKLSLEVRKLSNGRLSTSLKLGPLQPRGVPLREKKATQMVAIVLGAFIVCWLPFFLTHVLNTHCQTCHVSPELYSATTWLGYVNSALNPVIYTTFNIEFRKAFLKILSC
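Cells plated overnight at 1500 cells/well, then exposed to library compounds with dopamine controls for 90 minutes at 37 degrees C. DiscoveRx reagent added for 30–60 minutes at room temperature; luminescence read, quantitative HTS format.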
GLP-1R inv ag: GLP-1 receptor (human) inverse agonism | 1.6% of 410,000 active | HEK293 GLP-1R CRE-luciferase, luminescence, 24 h; GLP-1R form is constitutively active | Potency, µM (series often up to 38.3 µM), for the others: at the highest dose activity change, negative = inhibition, hits mostly inhibitors | P43220 | AID 624417; note: potency is the fitted concentration of half-maximal effect; % is set by controls: 0 for no effect and ±100 for the full control effect; nearly all actives have a fitted effect of over 55% in size
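Cells are plated, allowed 12 hours at 37 deg C, then treated with compounds for 24 hr before luciferase detection reagent is added and luminescence is read after 12 min at room temperature. The HEK293 line carries constitutively active GLP-1R with a cAMP-responsive reporter.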
GLP-1R agonist: agonists of human GLP-1 receptor | 0.007% of 380,000 active | AID 624172 | Potency, µM (highest dose often 45.6 µM), for the others: at the highest dose activation, usual class: activators | HEK293 GLP-1R CRE-luciferase, luminescence, 4-6 h; cells express a hypersensitive GLP-1R form | P43220; note: potency is the fitted concentration of half-maximal effect; % of control where 0% means no effect
FUS yeast rescue: suppressors of FUS proteinopathy in yeast; S. cerevisiae FUS-expressing, growth rescue, OD600, 24 h; Potency, µM (titrated, usually from 76.6 µM), for the others: top-dose growth rescue (activation), most hits filed as activators; 0.24% of 390,000 active;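 note: potency is the fitted concentration of half-maximal effect; plate controls were DMSO vehicle for no effect and reference control for full effect; nearly all actives have a fitted effect of over 55% in size; some results filed as inactive show a strong effect at the top dose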
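FUS-expressing yeast, raffinose-pregrown, induced in 2% galactose minimal medium at OD 0.005; compounds in a dilution series, 24hr at 30C. Growth restoration read as absorbance at 600 nm. CP55940 positive control, DMSO negative.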
aSyn yeast inh: inhibitors of alpha-synuclein toxicity in yeast | 0.14% of 370,000 active | Potency, µM (doses to about 46.1 µM), inactives show at the top dose growth rescue (activation), usual class: activators | AID 652106 | Yeast expressing alpha-synuclein, growth rescue, BacTiter-Glo, 24 h; note: potency is the fitted concentration of half-maximal effect; % of control where 0% means no effect; nearly all actives have a fitted effect of over 65% in size
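Rescue of yeast growth: cells expressing toxic alpha-synuclein, induced in galactose at OD600 0.02, incubated with compound 24 h at 30 C. ATP luminescence quantified growth; inhibitors of toxicity appear as activators.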
TDP43 rescue: TDP-43 toxicity inhibition in yeast; TDP-43 expressing yeast growth rescue, BacTiter-Glo, 24 h; Potency, µM (highest dose often 46.1 µM), for the others: top-dose growth rescue (activation), hits mostly activators; AID 652104; 1.8% of 410,000 active; note: potency is the fitted concentration of half-maximal effect; % of control where 0% means no effect; nearly all actives have a fitted effect of over 50% in size
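In this qHTS, compounds that restore growth of yeast expressing TDP-43 appear as activators. Cells (OD600=0.02, galactose medium, raffinose-pregrown) are incubated with compound 24 hr at 30 deg C and growth is quantified by BacTiter-Glo.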
PTHR1 agonist: PTHR1 (human) receptor agonism; HEK293 GP2 PTHR1 cells, GloSensor cAMP luminescence, 1 h; Potency, µM (series often up to 115 µM), for the others: at the top dose activation, most hits filed as activators; 0.075% of 410,000 active; AID 743266; note: potency is the fitted concentration of half-maximal effect; nearly all actives have a fitted effect of over 55% in size; some results filed as inactive show a strong effect at the top dose; inactives centre near -15; many of its hits are not listed in these tables
Target sequence (Q03431 whole entry, looked up): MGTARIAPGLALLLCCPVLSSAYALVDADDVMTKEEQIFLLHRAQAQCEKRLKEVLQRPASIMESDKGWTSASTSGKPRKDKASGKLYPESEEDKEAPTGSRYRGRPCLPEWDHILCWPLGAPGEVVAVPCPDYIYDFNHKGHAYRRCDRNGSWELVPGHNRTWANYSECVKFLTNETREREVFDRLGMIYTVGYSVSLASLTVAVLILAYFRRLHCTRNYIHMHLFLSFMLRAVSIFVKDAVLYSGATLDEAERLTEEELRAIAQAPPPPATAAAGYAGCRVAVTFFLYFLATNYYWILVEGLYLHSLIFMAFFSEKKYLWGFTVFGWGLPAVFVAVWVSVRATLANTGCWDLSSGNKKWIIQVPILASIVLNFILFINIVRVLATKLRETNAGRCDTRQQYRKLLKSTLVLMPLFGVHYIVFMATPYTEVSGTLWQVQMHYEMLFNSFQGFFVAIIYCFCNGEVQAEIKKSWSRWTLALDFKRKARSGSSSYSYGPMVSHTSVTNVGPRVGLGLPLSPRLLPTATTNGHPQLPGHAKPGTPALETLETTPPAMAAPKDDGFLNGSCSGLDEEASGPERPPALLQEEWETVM
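HEK-293-derived GP2 cells expressing PTHR1 and a GloSensor cAMP reporter, 3,000/well, plated overnight, given luciferin plus IBMX (each 0.5 mM as added) for 1 h at 37 °C, then compound for 1 h at 37 °C. Luminescence was read after 15 min at room temperature.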
Abeta rescue: A-beta toxicity reversal in yeast. yeast expressing A-beta42, growth rescue, OD600, 48 h; response scale: 0% DMSO, 100% iron-clioquinol control. Potency, µM (titrated, usually from 46.1 µM), inactives show at the highest dose growth rescue, hits mostly activators. 0.063% of 410,000 active; note: potency is the fitted concentration of half-maximal effect; nearly all actives have a fitted effect of over 55% in size
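Growth rescue measured by 600 nm absorbance after 48 h yeast culture at 30 C with compound. Values normalized between DMSO and an equimolar ferric chloride plus clioquinol control.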
Numbers without * were called inactive; i = inactive; u = inconclusive; x = no result given; & = joins results of further samples; [ ] = another dose, or the depositor's remark. Unless noted, calls come from the whole dose curve; as a rule, active = well fitted curve in the direction sought with a large enough effect; inconclusive = small, poorly fitted or top-dose-only effect, or another doubt; inactive = no such curve, though single readings can be large; an effect the other way counts as inactive or inconclusive. This is a subset; the hit share may differ from the screen's.

smiles	GLP-1R inv ag	TDP43 rescue	D3 antag	PTHR1 agonist	Abeta rescue	aSyn yeast inh	Akt phos inh	FUS yeast rescue	GLP-1R agonist
CN(CCCCCCCCCCN(C)C(=O)Oc1cccc([N+](C)(C)C)c1)C(=O)Oc1cccc([N+](C)(C)C)c1	-10%	9%	18	i	-45%	6%	i	-23%	-1%
Cc1ccc2oc(C(=O)Nc3nonc3C)c(C)c2c1	8%	21%	11	i	1%	4%	i	-9%	-6%
COC(=O)Cc1c(C)nc2nc(NCc3c(F)cccc3Cl)[nH]n2c1=O	3%	-4%	28	-2%	9%	0%	i	-14%	-18%
CCOC(=O)N1CCC(NCCNC(=O)c2ccc(F)cc2)CC1	1%	5%	-16	i	-10%	1%	i	-18%	-6%
C/C(=N\Nc1nc2ccccc2[nH]1)c1cccs1	u	-7%[0.397 µM]	1	-13%	-18%	2%	i	7%	20%
NC(=O)c1cccc(-c2coc3c(C(=O)NCc4ccccc4)cccc23)c1	18%	0%	49	-57%[inhibitor]	33%	0%	i	32%	25%
COc1ccc(NC(=O)c2cc([N+](=O)[O-])ccc2N2CCN(C)CC2)cc1	14%	0%	9	i	6%	4%	i	-5%	2%
O=C(NC1CCCC1)C1c2ccccc2OCC(=O)N1CCc1c[nH]c2ccccc12 (configuration not stated)	3%	20%	-5	-12%	2%	1%	i	6%	9%
CCCn1c(=O)[nH]c(=O)c2c1nc(-c1cc([N+](=O)[O-])ccc1Cl)n2CCOC	51%[activator]	-1%	2	5%	-10%	-2%	i	35%	26%
COC(=O)c1c(NC(=O)c2ccc(S(=O)(=O)N3CCOCC3)cc2)sc2c1CCN(C)C2	u	-1%	2	i	9%	-2%	i	21%	17%
O=C(Cn1cnc2ccccc21)N/N=C/c1cccs1	63%[activator]	-10%	6	i	3%	1%	i	0%	1%
COc1ccc(C2=CC(c3ccccc3Cl)n3nc(-c4ccc(Cl)cc4)nc3N2)cc1 (configuration not stated)	-8%	9%	x	24%	-7%	x	x	12%	x
NS(=O)(=O)c1ccc(CCNc2ncnc3c2c(-c2ccccc2)cn3-c2ccc(F)cc2)cc1	u	0%	0	-15%[57.5 µM]	14%	5%	i	u	-9%
COc1cccc(C2=NN(S(C)(=O)=O)C(c3cccs3)C2)c1 (configuration not stated)	2%	15%	0	-10%	4%	2%	i	-22%	13%
CC(=O)Nc1ccc(NC(=O)c2c(-c3ccccc3)noc2C)cc1	11%	11%	x	-21%	-15%	-1%	x	-7%	0%
O=C(O)c1ccc2c(c1)OCCCO2	-15%	28%	19	i	6%	-14%	i	-24%	-5%
COc1cc(/C=N/N2CCN(Cc3ccccc3)CC2)cc(OC)c1OC	-18%	17%	24	-21%	-5%	-1%	i	-51%	-2%
COc1cc(COCC(O)CN2CCOCC2)cc(OC)c1OC (configuration not stated)	-3%	22%	4	i	15%	-1%	i	-15%	-4%
C/C(=N\NC(=O)c1ccoc1C)c1ccccc1	8%	-8%	-9	-12%	-15%	-1%	i	-13%	5%
Cc1ccc(C(C)(C)C)cc1S(=O)(=O)N1CC(=O)Nc2ccccc21	u	-12%	-18	10%	-8%	6%	i	42%	1%
CCOC(=O)[C@]12CCCC=C1N(Cc1ccc3c(c1)OCO3)C(=O)[C@H](CC(=O)NCCCCc1ccccc1)C2	u	6%	-51*	-35%[inhibitor]	-12%	6%	i	u	-5%
CCn1c(SCC(=O)Nc2ccc3c(c2)OCO3)nnc1C1CC1	20%	-16%	-6	-17%	-1%	-3%	i	28%	4%
Brc1ccccc1-c1nnc(SCc2nc3ccccc3s2)o1	u	7%	-10	i	-12%	13%	i	42%	22%
O=C(Cn1nc(-c2ccccc2)nc(Cc2ccccc2)c1=O)Nc1ccc(Cl)cc1	7%	12%	x	i	-4%	x	x	7%	x
CCN(CC)CCCNC(=O)c1cn(CC)c2ccc(S(=O)(=O)N3CCc4ccccc4C3)cc2c1=O	-15%&-6%	-17%&-17%	-18	-12%&13%	-6%&-9%	-2%	i	-8%&15%	4%&-2%
COc1ccc(NC(=O)C(=O)NCCc2ccccc2)cc1OC	11%	12%	x	i	2%	x	x	18%	1%
Cc1c(Cl)cccc1NC(=O)C1CC(=O)N(C2CCCC2)C1 (configuration not stated)	3%	-9%	3	-1%	-9%	-5%	i	11%	12%
N#Cc1nnn2c1nc(N)c1c(Cl)cccc12	24%	0%	14	-23%	-11%	1%	i	-9%	4%
Cc1ccc(-n2c(C)cc(C(=O)COC(=O)c3c(C)noc3C)c2C)cc1	0%	24%	8	-15%[57.5 µM]	-6%	-27%	i	43%	11%
O=C(C1CCC(=O)N(C2CCCC2)C1)N1CCN(c2ccccc2Cl)CC1 (configuration not stated)	u	5%	-28	-64%[inhibitor]	-3%	0%	i	8%	0%
O=Cc1ccccc1OCCOc1ccccc1C=O	0%	-44%[inhibitor]	-15	-24%	-17%	-6%	i	-13%	13%
CCOC(=O)c1sc(Nc2nc(OC)cc(OC)n2)nc1C	51%[activator]	20%	15	-10%	-6%	-1%	i	u	9%
Cc1ccc(S(=O)(=O)N(C)c2ccc(OCC(=O)Nc3nc(-c4ccccc4)cs3)cc2)cc1	-17%	23%	4	-11%	12%	2%	i	4%	-12%
CCOc1ccc(NS(=O)(=O)c2ccc(NC(=O)C3CC3)cc2)cc1	-8%	-10%	-8	-16%	5%	6%	i	15%	4%
CN1CCN(C(=O)CN(c2cc(C(F)(F)F)ccc2Cl)S(C)(=O)=O)CC1	8%	6%	19	14%[57.5 µM]	5%	7%	i	-5%	0%
COCCN=C1N[C@@H](c2cccc(C(F)(F)F)c2)C(C(=O)OC)=C(C)N1Cc1ccccc1	u	9%	0	-14%	4%	0%	i	1%	11%
Cc1ccc(CNC(=O)Cn2c(-c3cccs3)cc3cc(Cl)ccc32)cc1	9%	1%	x	11%	-10%	x	x	8%	x
O=C(CSc1nnc(Cn2c(=O)sc3ccccc32)n1-c1ccccc1)N1CCCCCC1	-28%	16%	-7	-8%	-3%	-5%	i	24%	16%
Cc1csc(SCC(=O)N(C)CC(=O)Nc2ccccc2Cl)n1	14%	17%	-6	i	25%	6%	i	-3%	3%
COc1cccc(C(NC(C)=O)c2nc(-c3cccc(NC(C)=O)c3)cs2)c1 (configuration not stated)	27%	14%	8	u	4%	0%	i	-10%	26%

Sorted by value in D3 antag (lowest first): some entries from above.
structure,D3 antag
O=Cc1ccccc1OCCOc1ccccc1C=O,-15
Brc1ccccc1-c1nnc(SCc2nc3ccccc3s2)o1,-10
C/C(=N\Nc1nc2ccccc2[nH]1)c1cccs1,1

Next records follow.
smiles	GLP-1R inv ag	TDP43 rescue	D3 antag	PTHR1 agonist	Abeta rescue	aSyn yeast inh	Akt phos inh	FUS yeast rescue	GLP-1R agonist
CN1CCN(CCC2Oc3cc([N+](=O)[O-])ccc3NC2=O)CC1 (configuration not stated)	7%	0%[9.22 µM]	-5	i	-7%	1%	i	1%	1%
O=S1(=O)CCC(S(=O)(=O)N2CCCCCC2)C1 (configuration not stated)	13%	-21%	18	-10%	0%	6%	i	20%	2%
O=C(O)c1ccccc1N/N=C/C1=C(N2CCOCC2)C(=C\c2ccccc2)/CC1	1%	-5%	-6	-15%	11%	14%	i	1%	3%
O=C(Nc1nnc(C2CC2)s1)c1ccc(Cl)nc1	14%	2%	7	-1%	8%	-8%	i	-27%	-2%
CCC(C)(C)NC(=O)C(c1cccnc1)N(CCOC)C(=O)Cn1nnc2ccccc21 (configuration not stated)	0%	19%	4	-11%	11%	-14%	i	x	-16%
CC(/C=C/C=C/c1ccccc1)=N/NC(=O)C(O)c1ccccc1 (configuration not stated)	-20%	-22%[1.82 µM]	-5	-2%	-1%	-4%	i	24%	12%
COc1cc(CN2CCN(C(=O)CC(C)C)CC2)c([N+](=O)[O-])cc1OC	12%	-14%[1.82 µM]	20	i	1%	0%	i	-10%	13%
O=C(Nc1ccc(N2CCOCC2)cc1)c1cn2ccccc2n1	u	-11%	1	-9%[57.5 µM]	-22%	-28%	i	-1%	-12%
CCn1nnnc1SCC(=O)NCc1cccs1	0%	-4%	4	i	11%	5%	i	1%	-9%
CC(Sc1ccccc1)C(=O)N/N=C/c1cccnc1 (configuration not stated)	-12%	-3%[9.22 µM]	9	-5%	-1%	16%	i	9%	6%
Cc1ccc(C(NC(=O)c2ccccc2S(C)(=O)=O)c2ccccc2)cc1 (configuration not stated)	u	1%	12	-6%	10%	10%	i	9%	6%
Cc1cc(C)n2nc(SCC#N)nc2n1	-3%	5%	-3	-6%	15%	8%	i	-25%	-3%
CCn1c(SCc2nc(N)nc(N3CCCCC3)n2)nc2c1c(=O)n(C)c(=O)n2C	26%	-5%	46	-1%	-9%	0%	i	0%	7%
CCOC(=O)c1cnc(-c2ccccc2)nc1N1CC(C)OC(C)C1 (configuration not stated)	-2%	17%	35	i	-13%	10%	i	13%	28%
